# TcdB GH inh – TcdB glycohydrolase inhibitors, primary screen, biochemical, single point, plate reader; inhibition, % at 9.99 µM; TcdB glycohydrolase enzymatic assay; Toxin B (Clostridioides difficile), P18177; 350,000 compounds, 0.24% hits; AID 652162, 2013; in the data active = inhibition above about 10%
# MazEF act – activators of E. coli MazEF toxin-antitoxin RNase, primary screen, biochemical, fluorescence, uHTS; Endoribonuclease toxin MazF (Escherichia coli (strain K12)), P0AE70; FAM/BHQ RNA-DNA oligo cleavage fluorescence, 5 h; activation, % at 20 µM; 350,000 compounds, 0.32% hits; AID 504720, 2011; in the data active = activation above about 50%
# Target sequence (P0AE70 whole entry, looked up): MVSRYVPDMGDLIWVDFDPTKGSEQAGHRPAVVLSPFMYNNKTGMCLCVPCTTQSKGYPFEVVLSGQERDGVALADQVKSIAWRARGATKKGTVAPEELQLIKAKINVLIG
# PriA SSB inh – inhibitors of Klebsiella pneumoniae PriA binding to SSB C-terminal tail, primary screen, biochemical, AlphaScreen; 430,000 compounds, 0.6% hits; AID 1272365, 2023; PriA–SSB C-terminal tail interaction (Klebsiella pneumoniae); inhibition, % at 33 µM; AlphaScreen SSBct-PriA binding, biotinylated peptide; in the data active = inhibition mostly above about 37%, no sharp cut-off; inactive = mostly below about 20%;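 also: plate controls were negative control peptide for no effect and reference peptide for full effect; strong numbers were not always called active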
# CCHFV vOTU inh – CCHFV vOTU protease inhibitors, primary screen, biochemical, Pep-AMC substrate, fluorescence | Crimean-Congo hemorrhagic fever virus L polyprotein viral ovarian tumor (vOTU) protease … | inhibition, % at 11.5 µM | 370,000 compounds, 0.55% hits | AID 651958, 2012; in the data active = inhibition above about 30%; also: 0% = vehicle wells with enzyme and 100% = no enzyme wells
# Rv3671c inh – Rv3671c serine protease inhibitors, primary screen, biochemical, fluorescence polarization, M. tuberculosis H37Rv. AID 2606, 2010. 320,000 compounds, 0.048% hits. inhibition, % at 5.96 µM; in the data active = inhibition above about 38%;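 also: extracellular domain of Rv3671c used as enzyme; 0% = enzyme with DMSO and 100% = no enzyme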
# Target sequence (P9WHR9 whole entry, looked up, the tested form may be a part): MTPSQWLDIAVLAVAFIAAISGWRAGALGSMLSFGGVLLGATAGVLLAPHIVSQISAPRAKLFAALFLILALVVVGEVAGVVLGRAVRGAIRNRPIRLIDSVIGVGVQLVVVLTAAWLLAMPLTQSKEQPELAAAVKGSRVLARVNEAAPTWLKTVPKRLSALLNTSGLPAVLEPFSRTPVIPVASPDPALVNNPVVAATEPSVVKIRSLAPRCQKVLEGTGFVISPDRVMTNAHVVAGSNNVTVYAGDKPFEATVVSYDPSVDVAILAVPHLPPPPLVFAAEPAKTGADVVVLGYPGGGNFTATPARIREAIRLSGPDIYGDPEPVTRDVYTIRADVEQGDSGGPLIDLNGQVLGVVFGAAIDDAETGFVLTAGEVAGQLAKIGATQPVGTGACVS
# Y pestis TopoI – Yersinia pestis topoisomerase I inhibitors, primary screen, biochemical, cleavage product accumulation, plate reader, single point. 360,000 compounds, 0.064% hits. Y. pestis Topo-I cleavage product accumulation. activity, % at 10 µM. AID 504884, 2011; in the data active = activity above about 50%, passing the limit was not always enough; also: inactives centre near 2
# Vc quorum ag – inducers of Vibrio cholerae quorum light production without autoinducers, primary screen, BH1578 luxS cqsA deficient, single point; V. cholerae BH1578 lux reporter, luminescence, 6 h; 350,000 compounds, 0.16% hits; AID 588436, 2011; activation, % at 18.7 µM; in the data active = activation mostly above about 9.7%, no sharp cut-off; also: not every result past the cut was called active; inactives centre near 0; reference of the scale not given here
# VHR inh abs – VHR1 phosphatase inhibitors, primary screen, biochemical, absorbance, uHTS; inhibition, % at 13.3 µM; AID 1654, 2009; Dual specificity protein phosphatase 3 (Homo sapiens), P51452; 290,000 compounds, 0.52% hits; recombinant VHR phosphatase, pNPP absorbance; in the data active = inhibition above about 50%; also: some compounds called inactive have numbers as strong as hits
# Target sequence (P51452 whole entry, looked up): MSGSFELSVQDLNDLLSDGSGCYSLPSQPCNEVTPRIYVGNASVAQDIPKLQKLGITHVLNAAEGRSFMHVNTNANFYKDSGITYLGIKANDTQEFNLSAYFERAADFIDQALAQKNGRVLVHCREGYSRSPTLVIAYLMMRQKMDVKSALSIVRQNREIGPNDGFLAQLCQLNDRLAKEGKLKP
# 3CLpro inhibitor – SARS-CoV 3CLpro protease inhibitors, primary screen, biochemical, quenched FRET. 290,000 compounds, 0.14% hits. inhibition, % at 6 µM. recombinant SARS-CoV 3CLpro, quenched FRET peptide cleavage. AID 1706, 2009; in the data active = inhibition above about 12%
# PrPC surface inh – inhibitors of human cell surface prion protein PrPC, primary screen, cell-based, TR-FRET. 370,000 compounds, 0.43% hits. Major prion protein (Homo sapiens), P04156. TR-FRET read-out. inhibition, % at 13.8 µM; in the data active = inhibition above about 24%; also: 0% = median of the test wells and 100% = reference compound wells
# * hit, by the source's call; i = inactive; nt = not tested or not shown. The list is partial, so the mix of outcomes need not match the whole.
SMILES,TcdB GH inh,MazEF act,PriA SSB inh,CCHFV vOTU inh,Rv3671c inh,Y pestis TopoI,Vc quorum ag,VHR inh abs,3CLpro inhibitor,PrPC surface inh
N#Cc1c(N)nc2c(c1-c1ccc3c(c1)OCO3)CCCCCC2,nt,4,-15,4,5,19,8.2,32,7,2
C[C@@H](CN=[N+]=[N-])CN1CC[C@H](O)CCC1=O,0.9,-10,22,8,-1,2,-0.2,9,-3,-6
O=C(c1csc2ccccc12)n1cccn1,0.5,2,-9,-16,29,-9,-0.5,3,4,-5
N#Cc1ccccc1NC(=O)CSc1nnc(-c2ccccc2O)n1-c1ccccc1,nt,2,2,-13,2,10,-2.1,7,-2,-1
CCn1nc(C)c(C2C(C#N)=C(N)OC3=C2C(=O)CCC3)c1C (stereo unspecified),nt,8,-12,-1,10,2,-0.2,7,1,-6
CC1CN(CCCCOc2cccc(Oc3ccccc3)c2)CC(C)O1 (stereo unspecified),1.8,-2,-23,-3,4,30,-1.4,-7,3,-2
CCc1ccc2c(c1)cc(CN(C(=S)Nc1ccc(Cl)cc1)C1CC1)c1nnnn12,nt,0,-11,-17,3,-5,i,-11,0,0
CSc1nc2sc3c(c2c2nncn12)CCC3,nt,4,-9,6,-2,7,-0.3,-8,-1,-1
CCS(=O)(=O)c1ccc2c(c1)N(S(=O)(=O)c1ccc(Cl)cc1)CC(C(=O)O)O2 (stereo unspecified),-0.2,-14,-13,-2,6,-9,-0.2,18,-1,-4
CCCN1C(=O)C(=O)c2cc(C)ccc21,0.6,5,-15,-5,-8,-2,i,nt,nt,-20
NC(=O)Cc1ccc(Nc2nnc(-c3ccccc3)c3ccccc23)cc1,-0.8,6,-18,-11,3,8,i,3,0,-7
S=C1NCCN1CC1CCN(CCCC2CCCC2)CC1,0.0,9,0,-7,nt,0,i,nt,nt,-1
O=C(O)c1cc(-n2nnnc2SCc2ccccc2F)ccc1Cl,0.7,-4,-11,12,-1,1,i,8,0,-5
CCN(CC(=O)NC1CCS(=O)(=O)C1)c1nc(-c2cccnc2)nc2ccccc12 (stereo unspecified),nt,1,6,-8,3,7,i,40,-3,-2
CC(C)(C)NC(=O)N1c2ccccc2Sc2ccccc21,0.4,6,1,-3,0,6,-5.6,2,5,2
COc1ccc(-c2ccc(NS(=O)(=O)c3cc([N+](=O)[O-])ccc3C)cc2)nn1,1.9,2,8,16,-7,2,-0.1,13,0,0
Cc1cc(F)c(F)c(C(=O)NC2CC2)c1Cl,nt,8,3,-10,-3,-3,0.4,9,1,2
COc1ccc(NC(=O)CN(C)C(=O)c2oc3ccccc3c2C)cc1,1.1,3,9,-15,5,-1,0.1,-3,3,0
Cc1cccc(N2CCN(C(=O)c3ccc(NS(=O)(=O)c4ccc5[nH]c(=O)[nH]c5c4)cc3)CC2)c1C,0.4,6,24,27,-65,26,-1.8,15,7,1
C/C(Cl)=C\Cn1c(Nc2ccc(C)cc2)nc2c1c(=O)n(C)c(=O)n2C,nt,-5,-12,-1,-4,-4,-0.2,6,-2,-6
COc1ccc(CN(C)S(=O)(=O)c2nnc(NC(=O)c3ccccc3)s2)cc1OC,2.0,4,2,12,-9,-5,-0.2,18,-3,5
Cc1ccn2cc(C(=O)NCc3ccco3)nc2c1,2.2,6,8,-4,-8,-13,-0.3,4,0,3
COC(=O)C1=CO[C@@H](O)C2C(CO)=CCC12 (stereo partly specified),0.0,6,-7,-3,-2,9,i,nt,nt,-3
CCNc1ccc(C(=O)OCC(=O)NCc2ccccc2Cl)cc1[N+](=O)[O-],nt,12,-2,-14,-1,2,-0.3,-22,5,-3
O=C(NCc1cccc(Cl)c1)c1cccc2c(-c3cccnc3)coc12,1.1,nt,nt,27,nt,4,-0.9,nt,nt,13

# Whole records, looked up by structure:
# O=C(O)c1cc(-n2nnnc2SCc2ccccc2F)ccc1Cl as listed: TcdB GH inh: 0.7; MazEF act: -4; PriA SSB inh: -11; CCHFV vOTU inh: 12; Rv3671c inh: -1; Y pestis TopoI: 1; Vc quorum ag: i; VHR inh abs: 8; 3CLpro inhibitor: 0; PrPC surface inh: -5
# CC(C)(C)NC(=O)N1c2ccccc2Sc2ccccc21 as listed: TcdB GH inh: 0.4; MazEF act: 6; PriA SSB inh: 1; CCHFV vOTU inh: -3; Rv3671c inh: 0; Y pestis TopoI: 6; Vc quorum ag: -5.6; VHR inh abs: 2; 3CLpro inhibitor: 5; PrPC surface inh: 2
# CCc1ccc2c(c1)cc(CN(C(=S)Nc1ccc(Cl)cc1)C1CC1)c1nnnn12 as listed: TcdB GH inh: nt; MazEF act: 0; PriA SSB inh: -11; CCHFV vOTU inh: -17; Rv3671c inh: 3; Y pestis TopoI: -5; Vc quorum ag: i; VHR inh abs: -11; 3CLpro inhibitor: 0; PrPC surface inh: 0

# The list continues:
SMILES,TcdB GH inh,MazEF act,PriA SSB inh,CCHFV vOTU inh,Rv3671c inh,Y pestis TopoI,Vc quorum ag,VHR inh abs,3CLpro inhibitor,PrPC surface inh
C=CCN(CC=C)Cc1c[nH]c2ccccc12,-1.7,-1,13,-8,9,nt,nt,4,2,6
Cn1cnc(C(=O)N2CCc3ccccc3C2)c1C(=O)N1CCc2ccccc2C1,0.3,-10,-5,-5,2,1,1.2,nt,nt,4
COC(=O)CNC(=O)COC(=O)c1cc(SC)ccc1Cl,1.9,6,-7,-8,-1,-1,nt,13,-1,13
Cc1nc2ccccc2nc(C)c1=NOCC(=O)N(c1ccccc1)C(C)C,4.1,-2,-2,-1,3,-7,0.7,13,1,-3
O=C1NCCCC1C(=O)N/N=C/c1cccc(O)c1 (stereo unspecified),1.4,3,nt,-6,-4,-4,-0.3,3,-3,-6
Cn1c(=O)c2c(ncn2Cc2ccc(Cl)cc2)n(C)c1=O,1.7,0,-8,5,-3,-8,-0.3,16,-3,16
Cn1nc(-c2ccc(Cl)cc2)c2cc(C(=O)NCc3ccco3)sc21,0.5,10,-3,-1,-195,-3,-0.5,-23,2,-5
O=NN1CCN(c2ccncc2S(=O)(=O)N2CCCCC2)CC1,2.2,-5,-2,13,-5,-1,-0.3,27,-2,2
O=C(CCCc1ccccc1)Nc1cccc(C(=O)O)c1,0.6,0,7,6,5,-2,i,20,-2,1
O=C1C(=Cc2cccc(O)c2O)SC(=S)N1CCCN1CCOCC1,-3.2,2,nt,7,nt,-4,-11,nt,nt,0
COc1ccc(S(=O)(=O)N2CCCCCC2)cc1NC(=O)c1c2c(nc3ccccc13)CCN(Cc1ccccc1)C2,nt,-18,3,9,-6,11,-0.2,3,2,4
CN(C(=O)CSc1cccc[n+]1[O-])c1ccccc1,-0.6,1,-3,4,4,3,0.6,nt,nt,7
O=C(CCC1CCCCC1)Nc1nccs1,1.2,5,-1,-5,1,-8,-0.3,7,-3,0
COc1ccc(-c2nc(CS(=O)CC(=O)NCCC3=CCCCC3)c(C)o2)cc1 (stereo unspecified),-1.1,-5,-2,5,-5,-3,-0.2,-12,2,8
CCOc1ccc(S(=O)(=O)N(CCO)CCO)cc1-c1nc2c(C(C)(C)C)nn(C)c2c(=O)[nH]1,nt,-3,-3,5,1,6,12,-2,8,3
CCOc1nc(-c2ccc(Cl)cc2Cl)ccc1C#N,nt,-6,-16,-4,1,-2,-0.4,10,4,-3
CC(C(=O)N1CCCCC1)n1ncn2cccc2c1=O (stereo unspecified),nt,-1,-20,-15,-4,9,i,13,-6,-7
Cc1cccc(NC(=O)c2cccc(N3C(=O)C4CCC(C)CC4C3=O)c2)c1C (stereo unspecified),0.4,2,5,10,7,2,nt,-12,3,-3
CSc1nnc2c(n1)OC(c1cccn1C)N(C(C)=O)c1ccccc1-2 (stereo unspecified),nt,-3,-4,-1,-9,-2,-0.2,-23,3,4
COc1ccc(C(=O)NCCSCc2cccc(Cl)c2)cc1OC,-0.8,1,-22,16,nt,2,2.1,0,0,3
COc1cccc(C(=O)NCCS(=O)(=O)NCCCc2ccccc2)c1,6.8,4,-12,6,1,-3,-0.5,nt,nt,-2
CCOC(=O)c1cnc(SCc2ccc(Cl)c(Cl)c2)nc1N1CC1,0.8,-4,-12,12,nt,31,i,nt,nt,1
Cc1cc(NC(=O)COC(=O)/C=C/c2ccc(C)o2)no1,2.0,-2,-11,10,2,-1,-0.6,nt,nt,-4
Cc1ccc(OS(=O)Nc2cccc3nccnc23)cc1 (stereo unspecified),3.7,-3,-10,4,-1,-11,-7.1,0,1,1
COc1ccc(-c2nnc(SCC(=O)O)n2Cc2ccccc2)cc1,-2.9,2,4,-3,-1,5,-0.6,12,3,0

# Some of the entries so far, field by field:
> CN(C(=O)CSc1cccc[n+]1[O-])c1ccccc1
  TcdB GH inh: -0.6	MazEF act: 1	PriA SSB inh: -3	CCHFV vOTU inh: 4	Rv3671c inh: 4	Y pestis TopoI: 3	Vc quorum ag: 0.6	VHR inh abs: nt	3CLpro inhibitor: nt	PrPC surface inh: 7

> O=C(CCC1CCCCC1)Nc1nccs1
  TcdB GH inh: 1.2	MazEF act: 5	PriA SSB inh: -1	CCHFV vOTU inh: -5	Rv3671c inh: 1	Y pestis TopoI: -8	Vc quorum ag: -0.3	VHR inh abs: 7	3CLpro inhibitor: -3	PrPC surface inh: 0

> COc1ccc(-c2nc(CS(=O)CC(=O)NCCC3=CCCCC3)c(C)o2)cc1 (stereo unspecified)
  TcdB GH inh: -1.1	MazEF act: -5	PriA SSB inh: -2	CCHFV vOTU inh: 5	Rv3671c inh: -5	Y pestis TopoI: -3	Vc quorum ag: -0.2	VHR inh abs: -12	3CLpro inhibitor: 2	PrPC surface inh: 8

# The list continues.
SMILES,TcdB GH inh,MazEF act,PriA SSB inh,CCHFV vOTU inh,Rv3671c inh,Y pestis TopoI,Vc quorum ag,VHR inh abs,3CLpro inhibitor,PrPC surface inh
Cc1csc2nc(CNC(=O)C3CCCCC3)cn12,1.9,2,-8,10,-1,2,-0.3,13,4,-8
Cc1ccc(NC(=S)NC(=O)c2c(-c3ccccc3Cl)noc2C)cc1,nt,-3,-1,-8,-18,6,1.4,20,-3,6
Cc1ccc2ccccc2c1C(O)c1ncc(-c2ccc(F)cc2)[nH]1 (stereo unspecified),0.1,nt,nt,6,nt,5,-3.3,nt,nt,0
COC(=O)c1nn(-c2ccc(Cl)cc2)c(=O)cc1Sc1ccccn1,nt,9,-8,2,8,-8,0.4,17,-3,-8
CC(=O)n1cc([C@H]2C=C(C(=O)Nc3ccccc3)O[C@@H](OCc3ccc(CO)cc3)C2)c2ccccc21,nt,-16,-5,nt,-29,-1,-2.1,21,1,nt
O=C(O)c1c[nH]c2ccc([N+](=O)[O-])cc2c1=O,1.8,6,-8,18,nt,7,-3.3,nt,nt,-23
N/C(=N\OC(=O)c1ccc2ccccc2c1)c1ccccc1Cl,0.9,5,nt,-1,-20,1,1.0,-23,5,6
COCCN(C(=O)c1ccc(COc2ccccc2)o1)c1c(N)n(CC(C)C)c(=O)[nH]c1=O,0.8,4,4,-1,3,3,-4.5,nt,nt,-5
CCCCOc1ccccc1C(=O)N(Cc1ccco1)C1CCS(=O)(=O)C1 (stereo unspecified),1.5,3,-3,-18,1,7,0.5,3,-5,0

# High-throughput results as filed in PubChem.
